# Bioassay records from PubChem BioAssay.
# ROMK mod: modulates human ROMK potassium channel activity; P48048; Tet-inducible ROMK, thallium flux fluorescence; actives lie on both sides; B-score at 10 µM; 2% of 130,000 active;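 active means signal ratio slope over the read window, or its plate-corrected B-score, at least 3 SD from the plate mean, either direction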;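 further: B-score of the F/F0 ratio slope over 7 to 12 s after thallium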
# Target sequence (P48048 whole entry, looked up): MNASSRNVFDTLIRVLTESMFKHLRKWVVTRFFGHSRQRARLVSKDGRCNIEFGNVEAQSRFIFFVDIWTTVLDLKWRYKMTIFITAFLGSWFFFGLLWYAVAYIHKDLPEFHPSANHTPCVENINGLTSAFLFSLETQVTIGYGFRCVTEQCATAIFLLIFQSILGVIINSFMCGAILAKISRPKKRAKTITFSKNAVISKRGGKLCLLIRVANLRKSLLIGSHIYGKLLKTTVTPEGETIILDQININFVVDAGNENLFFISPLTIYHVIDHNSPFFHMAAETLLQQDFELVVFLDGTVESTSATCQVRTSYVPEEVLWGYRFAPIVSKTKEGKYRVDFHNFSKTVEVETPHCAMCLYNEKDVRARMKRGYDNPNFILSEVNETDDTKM
# PPARg SRC2 recr: agonists of SRC-2 recruitment by human PPARgamma | P37231 | PPARgamma LBD-SRC-2 recruitment, biochemical | activation, % at 8 µM | 0.34% of 200,000 active | AID 1032; in the data active means activation above about 22%;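 further: 0% = vehicle and 100% = reference agonist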
# TR-FRET SRC-2 ct: counter-screen for PPARgamma SRC-2 recruitment agonists: TR-FRET artefact. hits give high values. TR-FRET ratio at 8 µM. 0.4% of 200,000 active. AID 1049; in the data active means TR-FRET ratio above about 2000; further: inactives centre near 1500
# Diaphorase inh: counter-screen for diaphorase-based assays: diaphorase inhibitors and chemical oxidizers; diaphorase resazurin-to-resorufin fluorescence, NADH, 16 min; bacterial (C. kluyveri) enzyme, not human; inhibition, % at 20 µM; 0.69% of 190,000 active; AID 1217;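 active means primary screen inhibition at 20 µM above a set limit, cut at about 50% in these data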;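 further: plate controls were DMSO with full reaction for no effect and wells lacking NADH for full effect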
#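 Assay system: diaphorase enzyme from Clostridium kluyveri. Quantity: enzyme working solution with 0.14 U/mL diaphorase. Schedule: reaction incubation of 16 min at room temperature. Technique: resorufin fluorescence, excitation 544 nm, emission 590 nm. Controls: No-NADH positive control and DMSO neutral control.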
# PPARg SRC1 recr: PPARgamma-driven SRC-1 recruitment agonism; AID 631; 0.41% of 200,000 active; activation, % at 8 µM; PPARgamma-SRC-1 coactivator recruitment biochemical assay; in the data active means activation above about 19%;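 further: 0% = DMSO and 100% = reference agonist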
# PPARg SRC-3 ag: promotes SRC-3 coactivator recruitment by human PPARgamma. P37231. biochemical PPARgamma/SRC-3 coactivator recruitment assay. activation, % at 8 µM. 0.26% of 200,000 active; in the data active means activation above about 23%;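 further: 0% = DMSO and 100% = reference agonist; some compounds past the cut are filed as inactive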
# PMI activator: increases human mannose-6-phosphate isomerase activity; 0.005% of 190,000 active; P34949; purified human PMI, coupled resazurin fluorescence, 20 min; hits give high values; 1 = vehicle control, 0 substrate-free wells; activation factor at 20 µM;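 active means activation factor of 2 or more at 20 µM, relative to plate controls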
# G6PDH counter: counter-screen for G6PDH assay hits: L. mesenteroides G6PDH inhibition | Purified L. mesenteroides G6PDH, diaphorase/resazurin coupled fluorescence, 45 min | inhibition, % at 5 µM | 0.12% of 200,000 active | AID 1020; in the data active means inhibition above about 50%
# PMI act hi M6P: PMI (human) activation, high substrate | coupled PMI enzyme assay, resazurin fluorescence, 20 min; hits give high values; 1 = untreated enzyme, 0 = substrate-free blank | AID 1216 | activation factor at 20 µM | 0.34% of 190,000 active;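 active means activation factor of 2 or more at 20 µM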
#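 Test system – human PMI in coupled enzyme assay · Timing – 20 min incubation at room temperature · Detection – Diaphorase-driven resazurin-to-resorufin fluorescence, excitation 544, emission 590 nm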
# Diaphorase act: diaphorase activation or chemical reduction counter-screen | 0.005% of 190,000 active | Diaphorase/resazurin coupled assay, resorufin fluorescence, 16 min; hits give high values; 1 = vehicle wells, 0 = NADH-free wells | activation factor at 20 µM | AID 1229;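 active means diaphorase activity raised at least twofold by the compound at 20 µM; inactive means activation factor below 2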
#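 Assay system: Purified diaphorase enzyme from Clostridium kluyveri | Amount: Enzyme 0.07 U/mL final | Dosing: Compound 20 µM once, DMSO 1% | Timing: 16 min reaction at room temperature | Detection: Fluorescence, excitation 544 nm and emission 590 nm | Evaluation: Higher resorufin formation from activation or reduction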
# S1P3 antagonist: S1P3 (human) receptor antagonism | Q99500 | CHO S1P3 NFAT-BLA reporter, FRET fluorescence, antagonist mode | inhibition, % at 4.98 µM | AID 485 | 0.27% of 170,000 active;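 active means inhibition above the plate cutoff, the mean inhibition of test wells on that plate plus 3 SD, cut at about 28% in these data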;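 further: cells challenged with S1P at its EC80 of 0.8 µM; blue over green emission ratio from cleaved BLA substrate after 4 h stimulation; 0% = S1P-stimulated wells and 100% = unstimulated DMSO-only wells; some compounds past the cut are filed as inactive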
# Target sequence (Q99500 whole entry, looked up): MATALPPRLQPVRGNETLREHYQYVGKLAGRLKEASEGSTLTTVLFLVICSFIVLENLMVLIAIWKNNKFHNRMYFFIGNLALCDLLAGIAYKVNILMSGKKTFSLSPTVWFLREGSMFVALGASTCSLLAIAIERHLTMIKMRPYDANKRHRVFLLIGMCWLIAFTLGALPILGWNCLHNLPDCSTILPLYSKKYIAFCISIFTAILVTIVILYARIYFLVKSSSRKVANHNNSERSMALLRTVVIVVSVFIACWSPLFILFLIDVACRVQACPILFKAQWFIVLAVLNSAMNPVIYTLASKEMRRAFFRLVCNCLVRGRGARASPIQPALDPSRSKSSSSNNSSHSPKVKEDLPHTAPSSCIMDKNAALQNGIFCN
# * hit, by the source's call; i = inactive; · = not tested or not shown. The order is random; overall some 3.3% were active at least once.
SMILES,ROMK mod,PPARg SRC2 recr,TR-FRET SRC-2 ct,Diaphorase inh,PPARg SRC1 recr,PPARg SRC-3 ag,PMI activator,G6PDH counter,PMI act hi M6P,Diaphorase act,S1P3 antagonist
NCCN1CCN(CCN)CC1,·,-3,1565,7,6,4,0.9,2,0.9,0.9,-3
CCOC(=O)CNC(=O)CSc1nnc(-c2cccc(C)c2)n1-c1ccc(OC)cc1,·,7,1570,8,1,-2,1,20,1,0.9,-24
O=C(c1ccccc1)N1N=C(c2ccccc2)CC1c1ccc2nccnc2c1 (centres undefined),·,2,1366,15,0,0,0.9,-2,1,0.9,1
O=S(Cc1ccc(Br)cc1)Cc1nnc(SCc2c(Cl)cccc2Cl)n1-c1ccccc1 (centres undefined),·,2,1433,32,-6,4,0.8,-21,0.8,0.7,·
O=C(NCCN1CCC(Cc2ccccc2)CC1)C1CCN(S(=O)(=O)N2CCC3(CC2)OCCO3)CC1,-0.49,-2,1578,11,5,4,1,7,1,0.9,-10
Cc1ccc(N/C=C(\C#N)S(=O)(=O)c2ccccc2)cc1,2.5*,-3,1569,7,6,0,1,2,1,0.9,25
CCCCC(=O)NC(NC(=O)CCCC)c1ccc(OCC(C)C)c(OC)c1,0.27,4,1574,-9,0,5,1.1,5,1,1.1,-6
CN=C1SC(CC(=O)Nc2sc(C)c(C)c2C(=O)OC)C(=O)N1C (centres undefined),·,1,1659,18,-2,4,1,3,1,0.8,13
COc1ccc(C)cc1S(=O)(=O)N(C)CC(=O)NC1CCCC1,0.55,-6,1606,3,-5,-2,1,7,1,1,0
CCCc1ccc(OC(=O)c2cccs2)cc1,·,0,1613,-8,10,1,1.1,8,1.1,1.1,·
CCn1ccnc1CN(C)Cc1nc(-c2ccccc2)no1,1.3,-5,1412,-23,-2,4,1.1,9,1.1,1.2,-1
FC(F)(F)Oc1ccc(NC(=S)NCCCN2CCOCC2)cc1,0.073,-3,1333,6,-9,-4,1,9,0.9,0.9,-2
CCN(CCO)Cc1csc2ccc(C(C)(C)C)cc12,-1.6,-2,1503,3,-1,0,1.1,0,1.1,1,-3
COc1cc(N)ccc1C(=O)O,0.061,-3,1592,15,-2,2,0.8,1,1,0.9,·
C=CCOc1ccc2nc(NC(=O)OC)[nH]c2c1,1.1,5,1713,6,1,8,1,10,1,0.9,·
O=C(COC(=O)c1ccc(Br)o1)NCc1cccs1,·,6,1517,-4,-1,7,1,7,1.1,1,·
O=C(O)Cn1cc2c(n1)CCCCC2,·,8,1584,4,1,6,1,1,1,1,12
COc1cc(C(=O)N2CCCN(c3nc4cc(C)ccc4cc3C#N)CC2)cc(OC)c1OC,·,·,·,21,·,·,1,3,1.1,0.8,-31
CC(C)(C)C1CCC(OCC(O)CN2CCN(c3ccccn3)CC2)CC1 (centres undefined),-1.2,0,1541,8,-7,-2,1.2,-2,1.1,0.9,-15
COc1ccc(N(C(=O)c2cnccn2)C(C(=O)NC2CCCCC2)c2ccc(Cl)cc2)cc1 (centres undefined),0.25,-1,1660,·,1,-2,·,·,·,·,·
COc1ccc(C(=O)NCC(=O)OCc2ccc(F)cc2)cc1,-1,9,1710,5,6,6,1,5,0.9,0.9,-16
O=C1c2cccnc2C(Nc2ccc(F)c(Cl)c2)N1Cc1cccs1 (centres undefined),·,10,1670,14,-5,4,1,2,0.9,0.9,12
CC(C)OC(=O)CSc1nnc(COc2ccc([N+](=O)[O-])cc2)n1C,0.43,4,1673,3,9,7,1.1,0,1.1,1,-10
Cc1cc(C)cc(NC(=O)CN2CCCN(S(=O)(=O)c3ccc(Br)s3)CC2)c1,-1.2,7,1557,25,2,12,0.8,8,0.9,0.7,·
Cc1cc(C)n(-c2ccc(C(=O)Nc3cccc(S(=O)(=O)N(C)C)c3)cc2)n1,·,-4,1496,10,5,-3,0.9,-26,0.9,0.9,9

# Structural class: the entries above containing bromine.
SMILES,ROMK mod,PPARg SRC2 recr,TR-FRET SRC-2 ct,Diaphorase inh,PPARg SRC1 recr,PPARg SRC-3 ag,PMI activator,G6PDH counter,PMI act hi M6P,Diaphorase act,S1P3 antagonist
O=S(Cc1ccc(Br)cc1)Cc1nnc(SCc2c(Cl)cccc2Cl)n1-c1ccccc1 (centres undefined),·,2,1433,32,-6,4,0.8,-21,0.8,0.7,·
O=C(COC(=O)c1ccc(Br)o1)NCc1cccs1,·,6,1517,-4,-1,7,1,7,1.1,1,·
Cc1cc(C)cc(NC(=O)CN2CCCN(S(=O)(=O)c3ccc(Br)s3)CC2)c1,-1.2,7,1557,25,2,12,0.8,8,0.9,0.7,·

# Six entries from above, ordered by the value under S1P3 antagonist, highest first:
canonical_smiles	S1P3 antagonist
Cc1ccc(N/C=C(\C#N)S(=O)(=O)c2ccccc2)cc1	25
O=C(O)Cn1cc2c(n1)CCCCC2	12
CCn1ccnc1CN(C)Cc1nc(-c2ccccc2)no1	-1
FC(F)(F)Oc1ccc(NC(=S)NCCCN2CCOCC2)cc1	-2
NCCN1CCN(CCN)CC1	-3
CCCCC(=O)NC(NC(=O)CCCC)c1ccc(OCC(C)C)c(OC)c1	-6

# Going on with the list.
SMILES,ROMK mod,PPARg SRC2 recr,TR-FRET SRC-2 ct,Diaphorase inh,PPARg SRC1 recr,PPARg SRC-3 ag,PMI activator,G6PDH counter,PMI act hi M6P,Diaphorase act,S1P3 antagonist
COc1cc([C@H]2[C@@H]3CCCC[C@]3(O)CCN2CC(=O)Nc2ccc(C)cc2)ccc1O,-2,5,1648,15,5,2,1,3,1,0.9,-14
O=C(O)C1CC=CCC1C(=O)Nc1ccccc1C(=O)N1CCN(c2ccc(Cl)cc2)CC1 (centres undefined),1.2,-3,1556,3,-2,-5,1,11,1.1,1,-6
Cc1ccccc1Oc1cc(NC(=O)Cn2cnc([N+](=O)[O-])c2)cc([N+](=O)[O-])c1,-0.78,5,1552,24,1,-2,0.9,1,0.9,0.8,4
CCOC(=O)N1CCN(C(=O)COc2cccc3c2CCN(Cc2cccc(C)c2)C3=O)CC1,·,1,1526,18,2,-3,0.9,-5,0.9,0.8,-16
COc1cc(C(=O)NCc2cccc3ccccc23)cc(Cl)c1OC,0.049,1,1458,18,-10,1,0.9,2,0.9,0.8,·
COc1ccc(S(=O)(=O)n2ccnc2)c2cccnc12,·,-1,1341,13,-1,2,1,-1,1.1,0.9,1
C=CCn1c(C)cc(C(=O)COC(=O)[C@@H](NC(=O)c2ccccc2Cl)C(C)C)c1C,·,1,1588,9,10,6,0.9,12,0.9,0.9,-2
CN(Cc1ccc(F)cc1)C(=O)c1cccc(OC2CCN(C3CCCC3)CC2)c1,0.33,3,1691,21,2,1,0.9,6,0.9,0.8,-4
COc1ccc(-c2nc(Cc3ccc(Cl)cc3)no2)cc1OC,1.4,-3,1644,-10,5,1,1.1,6,1.1,1.1,·
CCOC(=O)c1oc2ccccc2c1CSc1nnnn1-c1ccc(C)cc1,·,4,1370,23,1,1,0.9,-2,0.9,0.8,8
COc1cc(SC)ccc1C(=O)N1CC(C)OC(C)C1 (centres undefined),0.057,7,1566,4,4,3,1,6,1,1,9
Cc1noc(C)c1COc1ccc(C(=O)OCC(=O)NCCN2C(=O)CSC2=O)cc1,-0.24,4,1778,9,5,1,1,4,1,0.9,-7
O=[N+]([O-])c1ccc(O)c2ncccc12,·,4,1660,30,5,0,1.1,66*,0.9,0.7,-11
C=CCn1cc(C(=O)N2CCN(C)CC2)c(=O)c2cc(S(=O)(=O)N3CCCC3)ccc21,·,0,1365,14,-4,-16,0.9,13,0.9,0.9,-10
COC(=O)c1ccc(N2OC3(C)C=CC2CC3)cc1 (centres undefined),0.071,8,1480,-4,-4,0,1.1,-3,1,1,5
O=C(CSc1nnc(-c2ccccc2O)o1)Oc1ccc(Br)cc1,-0.41,6,1502,8,14,8,1,2,1,0.9,·
O=C(C1CC1)N1CCC(c2nc(-c3ccc(S(=O)(=O)N4CCCC4)cc3)no2)CC1,-0.3,1,1458,4,7,-4,0.9,4,1,1,·
CCC(CC)NC(=O)c1ccc2nc[nH]c2c1,0.13,4,1406,15,-2,6,1,0,0.9,0.8,·
c1ccc(CNc2ncnc3c2ncn3C2CCCCO2)cc1 (centres undefined),0.11,i,i,12,i,i,1,4,0.9,0.9,·
O=C1c2ccccc2C(=O)N1CN(C(=O)COc1ccccc1)c1ccccc1,-0.77,5,1743,10,11,-6,1,6,1,0.9,·
O=C(O)c1ccccc1-c1nc2cc(Cl)ccc2c(=O)n1O,-3.2*,1,1521,10,-5,-1,1,3,0.9,0.9,-11
COc1ccc(OC)c(NC(=O)c2cn(C)c(=O)c3cc(OC)c(OC)cc23)c1,·,-3,1600,6,4,9,0.9,5,1,0.9,·
O=C(CSc1ccc(Cl)cc1)N1CCN(c2ccc([N+](=O)[O-])cc2Cl)CC1,-1.1,5,1660,21,0,0,0.9,-2,1,0.8,·
CC1(C(=O)N(c2ccccc2)C(C(=O)NC2CCCC2)c2ccccn2)CC(=O)N=C2C=CC=CN21 (centres undefined),·,-2,1531,4,2,-10,1,2,1.1,1,-12

# Of the compounds above, 3 have two or more sulfur atoms:
SMILES,ROMK mod,PPARg SRC2 recr,TR-FRET SRC-2 ct,Diaphorase inh,PPARg SRC1 recr,PPARg SRC-3 ag,PMI activator,G6PDH counter,PMI act hi M6P,Diaphorase act,S1P3 antagonist
O=S(Cc1ccc(Br)cc1)Cc1nnc(SCc2c(Cl)cccc2Cl)n1-c1ccccc1 (centres undefined),·,2,1433,32,-6,4,0.8,-21,0.8,0.7,·
CN=C1SC(CC(=O)Nc2sc(C)c(C)c2C(=O)OC)C(=O)N1C (centres undefined),·,1,1659,18,-2,4,1,3,1,0.8,13
Cc1cc(C)cc(NC(=O)CN2CCCN(S(=O)(=O)c3ccc(Br)s3)CC2)c1,-1.2,7,1557,25,2,12,0.8,8,0.9,0.7,·

# An excerpt of the results above:
SMILES,ROMK mod,PPARg SRC2 recr,TR-FRET SRC-2 ct,Diaphorase inh,PPARg SRC1 recr,PPARg SRC-3 ag,PMI activator,G6PDH counter,PMI act hi M6P,Diaphorase act,S1P3 antagonist
COc1cc([C@H]2[C@@H]3CCCC[C@]3(O)CCN2CC(=O)Nc2ccc(C)cc2)ccc1O,-2,5,1648,15,5,2,1,3,1,0.9,-14
O=C(O)C1CC=CCC1C(=O)Nc1ccccc1C(=O)N1CCN(c2ccc(Cl)cc2)CC1 (centres undefined),1.2,-3,1556,3,-2,-5,1,11,1.1,1,-6
